hgDAF-12 ag = hgDAF-12 agonism, primary luciferase screen; activation, % at 6.8 µM; HEK293 GAL4-hgDAF12 UAS-luciferase reporter, agonist luminescence; normalized to butyrate control; hit rate 1.8% among 370,000; AID 687014;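 active means activation above a cutoff set at the mean of all screened compounds plus 3 SD, cut at about 10% in these data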;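 further: 0% = DMSO wells and 100% = sodium butyrate wells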
DAX1 inh-1 = inhibitors of human orphan nuclear receptor DAX1 (NR0B1); AID 504766; P51843; hit rate 0.99% among 340,000; HEK293 Gal4-DAX1 luciferase reporter, luminescence; inhibition, % at 6.75 µM;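 active means inhibition above the mean over all tested compounds plus 3 SD, cut at about 4.2% in these data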;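 further: 0% = DAX1-transfected cells with DMSO and 100% = empty-vector control cells with DMSO; inhibition shows as a rise in luminescence from relieved DAX1 repression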
Target sequence (P51843 207-470 limits assumed): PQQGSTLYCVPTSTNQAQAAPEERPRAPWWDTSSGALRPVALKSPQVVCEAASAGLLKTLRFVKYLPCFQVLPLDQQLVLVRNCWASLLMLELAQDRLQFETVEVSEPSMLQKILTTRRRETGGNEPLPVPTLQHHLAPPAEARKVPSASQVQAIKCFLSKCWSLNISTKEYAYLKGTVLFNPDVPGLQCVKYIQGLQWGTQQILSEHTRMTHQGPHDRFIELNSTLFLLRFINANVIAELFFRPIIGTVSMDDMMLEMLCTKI
hcDAF-12 act = activators of H. contortus DAF-12 nuclear receptor; HEK293 hcDAF-12 lit1-tk-luc reporter, luminescence; 0% DMSO, 100% Δ7-dafachronic acid; activation, % at 6.8 µM; hit rate 1.4% among 370,000;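 active means activation above the mean of all tested compounds plus 3 SD, cut at about 5.5% in these data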;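 further: 100% = response to 3 µM Δ7-dafachronic acid high control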
DAX1 inh-2 = inhibitors of DAX1 repression of SF-1 activated StAR promoter. inhibition, % at 6.8 µM. AID 652010. hit rate 1.1% among 370,000. HEK293T StAR-luciferase reporter, SF-1/DAX-1 repression relief;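 active means inhibition above the mean over all tested compounds plus 3 SD, cut at about 3.6% in these data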;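 further: 0% = DAX-1 cells with DMSO and 100% = cells lacking DAX-1 with DMSO; higher inhibition means more luminescence from relief of DAX-1 repression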
GC-B act = GC-B (human) receptor activation; P20594; HEK293-GC-B cells, CNP EC30, cGMP TR-FRET; 0% at EC30 CNP, 100% saturating CNP; activation, % at 10 µM; hit rate 0.11% among 370,000; AID 1920062;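 active means activation at 10 µM reaching about 35% in either raw or pattern-adjusted values, limit read from the data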
sPLA2-III inh = Blocks human group III sPLA2 activity. QFRET BODIPY PC-A2 liposome hydrolysis, fluorescence. Q9NZ20. hit rate 0.56% among 370,000. inhibition, % at 12.2 µM;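 active means inhibition above mean plus 3 SD of compounds lying within the high and low control bounds, cut at about 19% in these data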;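 further: 0% = median of test compound wells and 100% = no enzyme DMSO wells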
Target sequence (Q9NZ20 whole entry, looked up): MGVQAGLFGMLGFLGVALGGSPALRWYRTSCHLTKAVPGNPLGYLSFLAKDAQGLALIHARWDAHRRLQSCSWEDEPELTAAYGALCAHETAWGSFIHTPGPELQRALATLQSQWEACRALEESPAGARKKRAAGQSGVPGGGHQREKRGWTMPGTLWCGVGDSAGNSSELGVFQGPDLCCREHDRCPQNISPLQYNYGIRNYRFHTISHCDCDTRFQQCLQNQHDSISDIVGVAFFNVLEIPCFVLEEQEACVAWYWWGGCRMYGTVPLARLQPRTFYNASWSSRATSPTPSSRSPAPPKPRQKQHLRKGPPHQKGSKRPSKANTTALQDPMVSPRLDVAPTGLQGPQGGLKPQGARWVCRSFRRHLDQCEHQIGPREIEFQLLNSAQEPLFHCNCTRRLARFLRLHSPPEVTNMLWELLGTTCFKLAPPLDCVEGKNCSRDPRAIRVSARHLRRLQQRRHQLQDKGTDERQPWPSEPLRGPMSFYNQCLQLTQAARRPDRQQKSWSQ
SMARCA2 act = SMARCA2 function activation, primary screen; MG213 cells, MMTV-luciferase reporter, dexamethasone, overnight; AID 652017; hit rate 1% among 370,000; activation, % at 9.1 µM; in the data active means activation above about 7.8%;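 further: 0% = vehicle wells and 100% = reference activator wells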
ADAM10 inh = ADAM10 inhibition, QFRET primary screen; O14672; recombinant ADAM10, EDANS/DABCYL FRET peptide cleavage, 3 h; inhibition, % at 7 µM; hit rate 0.62% among 370,000; AID 720582;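 active means inhibition above a per-campaign cutoff equal to the mean of compounds falling between control-based bounds plus 3 SD, cut at about 20% in these data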;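 further: 0% = DMSO wells while the 100% control is not disclosed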
ssDAF12 agonist = S. stercoralis DAF-12 activation, primary screen; activation, % at 6.8 µM; AID 652126; HEK293 ssDAF-12/GRIP1 lit1-tk-luc reporter, luminescence; % of 3 µM dafachronic acid response; hit rate 1% among 370,000;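 active means activation above the mean over all tested compounds plus 3 SD, cut at about 0.9% in these data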;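 further: 0% = DMSO-only wells and 100% = 3 µM delta7-dafachronic acid wells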
GAA850 FXN act = frataxin GAA850 promoter activation; activation, % at 6 µM; HEK293 lucGAA850 FXN promoter luciferase reporter, 24 h; percent of 10 µM SAHA response; hit rate 0.56% among 360,000;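 active means activation above the average of all compounds screened plus 3 SD, cutoff fixed separately per campaign, cut at about 7.5% in these data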;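 further: 0% = DMSO wells and 100% = 10 µM SAHA wells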
GC-A act = GC-A (human) enzyme activation. hit rate 0.14% among 370,000. activation, % at 10 µM. HEK293 GC-A cells, cGMP TR-FRET, EC30 ANP; 0% at EC30 ANP, 100% saturating ANP. AID 1671463; in the data active means activation above about 40%
An asterisk follows results filed as active; i = inactive; . = not tested or not shown.

Below each compound: GC-A act, ssDAF12 agonist, DAX1 inh-2, hcDAF-12 act, ADAM10 inh, DAX1 inh-1, GC-B act, GAA850 FXN act, SMARCA2 act, hgDAF-12 ag, sPLA2-III inh
(1) C=C1CSc2nc(=O)c3c(C)c(C)sc3n21
  2, -0.9, -0.9, -0.5, -2, 0.7, -2, -2.6, -3, -1.9, -8
(2) Cc1ccc(-n2nc(C)c3c(C)c(CCC(=O)O)c(C)nc32)cc1
  -3, -1.5, -0.4, -1.5, -168, 1.6, -15, -0.3, -1, -0.9, 2
(3) N#Cc1c(N2CCOCC2)nsc1-c1ccccc1
  -1, -0.9, 0.8, 1.3, -8, 0.4, 1, 5.2, 1, 2.1, 15
(4) C/C(=N/Oc1nc(C)cc(C)n1)c1ccc(F)cc1
  -4, -0.5, 0.6, 0.4, 3, 2.3, -4, 1.3, 1, 5.2, -3
(5) COc1cc(-c2cc3nc(NCCc4ccncc4)ccn3n2)cc(OC)c1OC
  4, -1.8, 0.6, -1.9, -121, ., 6, 1.2, -3, -3.9, -4
(6) COc1ccccc1CNc1nc(NCc2ccc(NC(C)=O)cc2)c2sccc2n1
  1, 0.3, 0.8, -0.3, -4, ., 3, -3.4, 1, -4.3, -20
(7) CCOc1ccc(C(=O)NCC(=O)OCC(=O)Nc2nnc(-c3ccccc3)o2)cc1
  2, -1.0, 0.8, 0.3, 2, 1.1, 6, 1.7, 7, 3.0, 1
(8) COc1cc(NC(=O)c2ccc(-c3cnn(C)c3)c3ccoc23)cc(OC)c1OC
  3, -1.7, -2.6, -2.6, i, ., 5, -0.8, -3, -1.7, 2
(9) CCOc1ccc2oc(C(=O)N(CC)CC(=O)Nc3c(F)cccc3F)c(C)c2c1
  -1, -1.3, 0.6, -1.6, -35, -1.2, 5, 2.6, -2, 0.0, -4
(10) CCCCSc1nc2sc3c(c2c(=O)n1-c1ccc(C)cc1)CCN(C)C3
  12, -0.9, -0.3, -1.5, -50, 0.3, 0, 2.6, -2, 0.8, -1
(11) Cc1cc(C)n(CCCN2C(=O)c3cccc4cccc(c34)C2=O)n1
  4, -2.0, -0.1, -2.0, -60, -2.1, 2, 1.4, 1, -3.3, -2
(12) O=C(CSc1nnc(CNC(=O)c2c(F)cccc2F)o1)Nc1ccc2c(c1)OCO2
  0, -0.3, -1.2, 0.0, -2, 0.3, -2, 0.5, -4, -1.1, 3
(13) CN1CCCN(C(=O)c2cc(=O)[nH]c3ccccc23)c2nc3ccccc3nc21
  -4, 0.1, -0.3, 2.9, -6, 0.4, 1, 1.9, 4, -2.1, 3
(14) O=[N+]([O-])c1cc(-c2ccc(/C=N/n3cnnc3)o2)ccc1Cl
  -11, -1.5, -0.2, -2.3, 7, -0.3, -9, 1.0, -2, 0.0, 7
(15) CC[C@H]1OC(=O)[C@H](C)[C@@H](O[C@H]2C[C@@](C)(OC)[C@@H](O)[C@H](C)O2)[C@H](C)[C@@H](O[C@@H]2O[C@H](C)C[C@H](N(C)C)[C@H]2O)[C@](C)(O)C[C@@H](C)C(=O)[C@H](C)[C@@H](O)[C@]1(C)O
  3, -1.3, -1.1, -2.4, -13, -0.7, 0, -3.0, 0, -1.1, -3

(more compounds)
Below each compound: GC-A act, ssDAF12 agonist, DAX1 inh-2, hcDAF-12 act, ADAM10 inh, DAX1 inh-1, GC-B act, GAA850 FXN act, SMARCA2 act, hgDAF-12 ag, sPLA2-III inh
(16) CC(=O)C1=C(O)C(=O)N(Cc2ccccc2)C1c1ccccc1F (centres undefined)
  -1, -1.1, -0.3, 0.8, -4, 0.1, -2, 0.2, 1, 0.5, -10
(17) COc1ccc(C(=O)C2CCCN(C(=O)CCc3scnc3C)C2)c(C)c1 (centres undefined)
  -4, -1.5, -1.3, -3.6, -4, -1.7, -5, -0.1, 0, -2.7, -3
(18) COC/C=C/C1=CC2=CC(=O)C(C)(OC(=O)c3cnc4ccccc4n3)C(=O)C2=CN1c1ccc(OC)cc1 (centres undefined)
  -8, 0.0, -0.2, 4.9, -5, -0.9, -4, 2.4, 2, 2.1, -5
(19) CC(=O)c1ccc(NC(=O)N2CCN(c3cccc(Cl)c3)CC2)cc1
  -5, -0.6, 0.3, -2.3, 1, -0.6, -2, -0.5, -2, -3.3, -2
(20) Cn1c(=O)cc(OCCCC(=O)NCc2cccnc2)c2ccccc21
  0, -1.4, -0.2, -0.3, -5, -0.7, -10, 1.3, 1, -1.1, 0
(21) Cc1ccccc1Cn1cc(NC(=O)COc2ccccc2)cn1
  5, -1.2, -0.7, -1.5, -1, -1.2, 9, 0.5, 3, 0.5, -6
(22) COC(=O)c1cccc(-n2[nH]nnc2=S)c1
  ., -0.9, -0.3, -0.3, -12, 1.2, ., -1.1, -1, 0.8, 2
(23) Cc1ccc2c(c1)N(C(C)C(=O)NCc1ccc3c(c1)OCO3)C(=O)CO2 (centres undefined)
  -5, -1.7, 0.2, -0.8, -6, -0.3, -2, 0.9, -4, -0.6, 9
(24) Nc1cc(S(=O)(=O)N2CCCCC2)ccc1Oc1ccccc1
  -1, -2.2, -0.5, -2.1, 2, -0.5, 4, 0.3, -6, -5.9, -4
(25) CC(=O)c1ccc(C(=O)N2CCCC(C(=O)c3ccc(Cl)cc3)C2)s1 (centres undefined)
  -1, -1.5, -1.6, -2.0, -16, -1.0, -2, 1.0, -3, -1.7, -1
(26) CC(=O)c1sc(NC(=O)CCS(=O)(=O)c2ccc(F)cc2)nc1C
  0, -1.4, -0.5, 1.2, -5, 0.3, -5, 1.3, 2, 1.6, 7
(27) O=C(NCC(c1ccco1)N1CCOCC1)c1ccc(C(F)(F)F)cc1 (centres undefined)
  -1, -1.0, 0.7, -0.4, -8, -1.9, 2, -0.2, -2, 1.5, 3
(28) CCc1nc2ccc(C(=O)N(C)Cc3ccco3)cn2c1N(C)C(=O)Cc1ccccc1
  3, -1.5, -1.5, -0.4, -23, ., 2, 1.0, -3, 0.9, 14
(29) CC(C)c1nc(=S)n(-c2ccccc2)[nH]1
  -2, -1.3, 0.2, 0.3, -4, 1.7, 6, 3.0, 1, 1.0, 13
(30) COc1ccc(OCCCC(=O)OCC(=O)Nc2nnc(-c3ccccc3)o2)cc1
  0, -0.6, 0.9, -1.6, 0, 0.2, -1, -0.9, 4, 0.1, -10

More records.
Below each compound: GC-A act, ssDAF12 agonist, DAX1 inh-2, hcDAF-12 act, ADAM10 inh, DAX1 inh-1, GC-B act, GAA850 FXN act, SMARCA2 act, hgDAF-12 ag, sPLA2-III inh
(31) Cc1nc([N+](=O)[O-])cn1CC(=O)Nc1ccc(Cl)cc1
  5, -1.2, 0.0, -0.9, 2, 3.4, -2, 1.7, 0, -1.4, -3
(32) Cc1cccc(C)c1NC(=O)NC1CCc2ccccc21 (centres undefined)
  3, -0.8, -0.1, -1.7, -7, 0.2, 4, 0.8, -2, -0.6, 2
(33) Cc1cccc(Nc2nnc(SCC(=O)NC(=O)Nc3ccc4c(c3)OCCO4)s2)c1
  -3, -1.2, 0.1, 0.6, 3, -0.4, -1, -0.3, -2, -0.1, -7
(34) O=[N+]([O-])c1ccc(OCC(O)CN(C2CCCCC2)C2CCCCC2)cc1 (centres undefined)
  -2, -0.9, -0.2, 0.6, -3, 0.2, -2, 1.4, -2, 2.7, 8
(35) C#CCN1C=C(C(=O)OCC)C(C)NS1(=O)=O (centres undefined)
  4, -1.1, 0.2, -0.6, -6, 0.6, 2, 0.3, -4, 2.3, -1
(36) COc1ccc(CC(=O)Oc2ccc(F)cc2)cc1
  6, -1.5, -0.3, -1.4, 0, 1.2, 2, 0.1, -3, 1.8, 3
(37) CC(OC(=O)c1ccc(Cl)nc1)C(=O)Nc1ccc2c(c1)OCO2 (centres undefined)
  0, -0.8, -1.7, -0.6, 0, 0.5, -1, 1.6, 0, 0.3, 8
(38) COc1ccc(CN2C(=O)c3c(c(C)n(C)c3C)C2C(=O)NC2CCC(C)CC2)cc1 (centres undefined)
  -2, -1.1, -0.1, -1.6, -4, -0.8, 1, -0.6, -3, -2.5, -1
(39) Nc1c(-c2ccccc2)sc2ccc3ccccc3[n+]12
  -3, -1.1, -1.6, 1.7, 12, 0.2, -5, 1.8, 3, 4.8, -2
(40) CCOC(=O)C(Oc1ccc2c(-c3ccc(OC)cc3)cc(=O)oc2c1C)c1ccccc1 (centres undefined)
  2, -1.1, 0.8, -1.4, -5, 0.3, 1, -2.5, -4, -0.3, 2
(41) COC(=O)c1ccc2nc(-c3ccc(C)cc3)c(Cc3ccsc3)n2c1
  16, -1.2, 1.4, 0.5, -82, ., 16, ., 3, 9.1, -5
(42) O=S(=O)(Nc1ncccn1)c1ccccc1
  1, -1.7, -0.1, -1.8, 0, 0.1, 4, 1.6, -1, -0.8, -3
(43) CC(=O)c1cc(CN2CCC(n3nccc3NC(=O)c3ccccc3)CC2)cs1
  1, -1.3, -1.5, -1.5, -3, 0.2, -1, 0.2, -3, -2.9, 7
(44) CN(C)C(=O)COc1ncnc2scc(-c3ccc(F)cc3)c12
  -5, -1.6, 1.0, -0.4, -1, -0.4, 3, 0.0, -1, -0.8, 2
(45) Cc1nc(SCC(=O)Nc2ccccc2Cl)oc1C
  0, -1.1, 0.0, -1.5, -12, 0.4, 2, -2.2, -1, -2.3, 4

Compound profiles, as listed above.
C#CCN1C=C(C(=O)OCC)C(C)NS1(=O)=O (centres undefined) reads GC-A act: 4; ssDAF12 agonist: -1.1; DAX1 inh-2: 0.2; hcDAF-12 act: -0.6; ADAM10 inh: -6; DAX1 inh-1: 0.6; GC-B act: 2; GAA850 FXN act: 0.3; SMARCA2 act: -4; hgDAF-12 ag: 2.3; sPLA2-III inh: -1
Cc1nc([N+](=O)[O-])cn1CC(=O)Nc1ccc(Cl)cc1 reads GC-A act: 5; ssDAF12 agonist: -1.2; DAX1 inh-2: 0.0; hcDAF-12 act: -0.9; ADAM10 inh: 2; DAX1 inh-1: 3.4; GC-B act: -2; GAA850 FXN act: 1.7; SMARCA2 act: 0; hgDAF-12 ag: -1.4; sPLA2-III inh: -3

(cont.)
Below each compound: GC-A act, ssDAF12 agonist, DAX1 inh-2, hcDAF-12 act, ADAM10 inh, DAX1 inh-1, GC-B act, GAA850 FXN act, SMARCA2 act, hgDAF-12 ag, sPLA2-III inh
(46) Cc1cc(S(=O)(=O)NCC(c2ccc(F)cc2)N2CCN(C)CC2)ccc1F (centres undefined)
  1, -1.0, 0.8, 1.0, -10, 0.5, -4, 0.2, -1, 0.8, -17
(47) COc1cc(CN2CCc3ccc(NC(=O)CCc4ccccc4OC)cc3C2)ccc1O
  -2, -0.1, -1.5, -1.1, 8, -0.9, 0, -1.1, -1, -1.4, -19
(48) CCOc1ccc(CCNC(=O)c2cc([N+](=O)[O-])ccc2N2CCOCC2)cc1OCC
  0, -0.4, 0.0, 0.6, 9, 0.3, 2, -5.5, 7.9*, 0.8, 6
(49) COc1ccc(C=O)c(OCc2cn(CC(=O)c3ccc(O)cc3)nn2)c1
  1, -0.4, 0.9, -2.0, -12, -1.2, -6, -0.1, -2, 0.1, -17
(50) Nc1c(C(=O)c2ccco2)oc2ccccc12
  -1, -1.2, 1.1, 1.9, -8, ., -4, ., 7, 7.9, 2

Assay outcomes as filed in PubChem BioAssay.
